# NPY2 pot ag = NPY-Y2 potentiators or agonists, primary screen, cell-based. 220,000 compounds, 0.45% hits. cells expressing NPY-Y2, potentiator/agonist read-out. activation, % at 3.6 µM; in the data active means activation above about 27%;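 further: cells stimulated with NPY near EC25 plus isoproterenol at EC100; 0% = vehicle plus submaximal agonist and 100% = vehicle plus saturating agonist; some results beyond the cut were filed as inactive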
# Target sequence (P49146 whole entry, looked up): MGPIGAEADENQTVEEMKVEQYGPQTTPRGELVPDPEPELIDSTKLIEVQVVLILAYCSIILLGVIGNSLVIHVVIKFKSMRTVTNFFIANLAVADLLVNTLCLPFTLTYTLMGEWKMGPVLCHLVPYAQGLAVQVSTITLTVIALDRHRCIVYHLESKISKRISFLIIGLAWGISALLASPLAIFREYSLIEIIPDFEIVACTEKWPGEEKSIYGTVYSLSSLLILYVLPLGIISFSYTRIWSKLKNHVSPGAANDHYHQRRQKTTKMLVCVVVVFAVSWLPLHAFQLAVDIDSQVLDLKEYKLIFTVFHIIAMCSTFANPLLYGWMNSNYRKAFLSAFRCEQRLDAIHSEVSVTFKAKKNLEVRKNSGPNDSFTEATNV
# NPY Y1 blocker = NPY-Y1 receptor antagonists, primary screen, cell-based | Neuropeptide Y receptor type 1 (Homo sapiens), P25929 | HEK293-CNG Y1 cells, membrane potential fluorescence; NPY at EC95, then isoproterenol | inhibition, % at 3.6 µM | 200,000 compounds, 1% hits;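 active means inhibition above the campaign mean inhibition of all tested compounds plus 3 SD, cut at about 20% in these data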;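 further: 0% = DMSO wells given NPY plus isoproterenol and 100% = isoproterenol alone without NPY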
#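 Benchmarks – high control isoproterenol alone, low control NPY with isoproterenol · Material – HEK293 Y1/CNG channel cell line · Times – dye 3 h, compound 60 min room temperature, stimulation 45 min · Probe or stimulus – NPY (25 nM), isoproterenol (1 µM), Ro 20-1724 (25 µM) · Evaluation – % inhibition of NPY effect · Signal – fluorescence, membrane potential probe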
# NPY1 pot ag = NPY-Y1 receptor potentiators or agonists, primary screen, cell-based; NPY-Y1 expressing cells, potentiator/agonist activation; activation, % at 3.6 µM; 220,000 compounds, 0.37% hits; AID 1304, 2008; in the data active means activation above about 33%, passing the limit was not always enough;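 further: cells stimulated with NPY at EC10 then isoproterenol at EC100; 0% = low agonist plus stimulus and 100% = saturating agonist plus stimulus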
# p97 inhibitor = inhibitors of human p97 ATPase, primary screen, biochemical; inhibition, % at 8 µM; recombinant p97 ATPase, Kinase-Glo ATP luminescence, 3 h; AID 1481, 2009; Transitional endoplasmic reticulum ATPase (Homo sapiens), P55072; 220,000 compounds, 0.42% hits; in the data active means inhibition above about 15%;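 further: 0% = DMSO vehicle and 100% = wells lacking enzyme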
# EP2 modulator = EP2 receptor modulators, cAMP readout, primary screen, cell-based, HTRF cAMP, PGE2 stimulation; EP2-expressing cells, cAMP HTRF FRET, PGE2 co-stimulation; induction, % at 25 µM; 260,000 compounds, 0.83% hits; AID 940, 2007;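 active means compounds whose cAMP rise, as percent of the full-agonist control response, exceeds 60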;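 further: rat C6 glioma line stably carrying human EP2 under a CMV promoter; the protocol text gives 20 µM as final concentration; 100% = response of wells given 1 µM PGE2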
# eIF4E 4G PPI = eIF4E–eIF4G protein interaction inhibitors, primary screen, biochemical, uHTS, TR-FRET, eIF4GI fragment; TR-FRET eIF4E-eIF4GI(517-606) binding, 2 h; Eukaryotic translation initiation factor 4E (Mus musculus) + Eukaryotic translation …; 220,000 compounds, 0.37% hits; inhibition, % at 21.7 µM;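 active means inhibition above about 30%, limit read from the data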;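 further: 0% = full FRET control wells and 100% = background wells lacking eIF4GI fragment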
# S1P4 agonist = S1P4 receptor agonists, primary screen, cell-based | 220,000 compounds, 0.35% hits | S1P4-expressing cell line, agonist reporter assay | activation, % at 4.98 µM | Sphingosine 1-phosphate receptor 4 (Homo sapiens), O95977; in the data active means activation above about 11%;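 further: 0% = DMSO vehicle and 100% = reference agonist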
# Target sequence (O95977 whole entry, looked up): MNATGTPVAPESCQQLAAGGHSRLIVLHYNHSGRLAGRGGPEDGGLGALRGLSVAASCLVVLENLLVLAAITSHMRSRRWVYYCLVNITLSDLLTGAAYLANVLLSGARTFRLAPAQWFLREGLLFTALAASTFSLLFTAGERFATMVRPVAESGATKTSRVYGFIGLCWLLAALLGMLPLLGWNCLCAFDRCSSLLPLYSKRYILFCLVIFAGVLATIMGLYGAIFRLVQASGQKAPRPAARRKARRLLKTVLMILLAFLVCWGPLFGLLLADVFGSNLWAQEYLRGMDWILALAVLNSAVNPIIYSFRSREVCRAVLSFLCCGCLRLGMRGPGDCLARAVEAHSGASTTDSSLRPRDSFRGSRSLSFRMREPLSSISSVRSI
# PGE2 EP2 inh = human EP2 receptor antagonists, primary screen, TR-FRET cAMP, C6 glioma cells. inhibition, % at 25 µM. 260,000 compounds, 0.52% hits. Prostaglandin E2 receptor EP2 subtype (Homo sapiens), P43116. C6 glioma cells expressing human EP2; cells stimulated with saturating PGE2;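 active means percent inhibition above 40 after rounding to a whole number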;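 further: rat C6 glioma host cells with rolipram phosphodiesterase inhibitor present; the protocol text gives 20 µM as final concentration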
# S1P4 antagonist = S1P4 receptor antagonists, primary screen, cell-based | Sphingosine 1-phosphate receptor 4 (Homo sapiens), O95977 | S1P4-expressing cells, antagonist mode, reporter read-out | inhibition, % at 4.98 µM | 220,000 compounds, 0.26% hits | AID 1510, 2009; in the data active means inhibition above about 29%;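 further: 0% = wells stimulated with agonist and 100% = vehicle wells without agonist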
# * marks the source's active call; other numbers are inactive results; · = no result given; & = joins results of further samples; [ ] = remark or other dose. Only part of the results is shown (hit frequency here may not be typical).
SMILES,NPY2 pot ag,NPY Y1 blocker,NPY1 pot ag,p97 inhibitor,EP2 modulator,eIF4E 4G PPI,S1P4 agonist,PGE2 EP2 inh,S1P4 antagonist
CCn1c(SC)nnc1-c1c[nH]c2ccccc12,10,-2,16,-1,3,3,-0.5,13,-18
OC1(c2ccc(Cl)cc2)CCN(Cc2cn[nH]c2-c2ccc(F)cc2)CC1,-11,·,2,6,-24,3,0.9,16,-9
COc1ccc(N2C(=O)CC(N3CCN(c4nc5ccccc5s4)CC3)C2=O)cc1 (configuration not stated),9,-4,0,-2,0,4[fluorescence artefact?],-1.0,3,5
O=[N+]([O-])c1cccc(C2Nc3cccc4cccc(c34)N2)c1,0,-5,-13,2,-62,7[fluorescence artefact?],-0.2,6,-11
CCOC(CNC(=O)c1cccn2c(=O)c3cc(Cl)ccc3nc12)OCC,15,5,1,-1,32,-5,-0.3,8,-25
CCOc1ccc(CN(C)CC(=O)Nc2cccc3ccccc23)cc1OC,-7,-1,1,0,-11,-1,0.8,4,-3
CS(=O)(=O)N(Cc1ccc(Cl)cc1)c1ccc(C(=O)NCC2CCCO2)cc1 (configuration not stated),-2,-1,2,-2,-43,3,2.2,8,6
Cc1ccc(S(=O)(=O)NNC(=O)CCC(=O)Nc2ccc(C)cc2C)cc1,1,0,4,8,35,4,-0.3,18,-7
Cc1cc(C)nc(N2CCCC(C(=O)NC(C)C)C2)n1 (configuration not stated),-1,5,6,4,11,-1,-0.2,6,-44
O=C1C(=O)c2ccc(-c3ccccc3)cc2-c2ccccc21,3,-1,-1,13,-59,3[fluorescence artefact?],-0.6,29,13
Cn1c(SCC(=O)NCCc2ccccc2)nc2c([nH]c3ccccc32)c1=O,1,1,3,-2,-39,1,-1.6,4,-5
Cc1cccc(N2CCN(C(=O)c3c(C)nn(Cc4ccccc4Cl)c3C)CC2)c1C,8,10,-31,-2,-14,0,-3.0,10,14
c1ccc(-c2cc(-c3nnco3)c3ccccc3n2)nc1,4,7,-2,3,5,1,-0.5,8,-13
COc1ccc(CN2C(=O)c3ccccc3C2C(=O)NC2CCCC2)c(OC)c1 (configuration not stated),4,6,2,2,-15,6,0.4,7,-11
N#C/C(=C\c1ccccc1[N+](=O)[O-])C(=O)NCc1ccccc1,-21,·,5,12,-33,5,-0.9,14,14
O=C1CC(C(=O)Nc2ccccc2)N=C(N2CCCCC2)N1 (configuration not stated),5,3,-26,-3,21,-16,-0.6,6,-2
O=C(CCCn1nnc2ccccc2c1=O)N[C@@H](Cc1ccccc1)C(=O)O,10,·,3,6,9,-1,0.8,10,-7
CC(C)NC(=O)COC(=O)c1ccc(Cl)c(S(N)(=O)=O)c1,-22,-1,0,0,-6,0,7.7,4,-18
CCOC(=O)N1CCN(C(=S)Nc2ccc3nc(N4CCN(CC)CC4)cc(C)c3c2)CC1,-3,7,14,-2,-18,0,-0.1,9,-7
COC(=O)c1ccc(NC(=O)C(C)N2C(=O)c3ccccc3C2=O)cc1 (configuration not stated),-2,2,-4,-6,-4,-13,-0.2,6,-14
Cc1cccc(CC(=O)Nc2cc(C)c3c(=O)oc4ccccc4c3n2)c1,-5,7,-22,0,15,4[fluorescence artefact?],-0.9,13,-21
COc1ccccc1OCc1ccc(C(=O)NN)o1,-42,·,9,-7,-4,-2,0.1,2,-4
CCCCCC(=O)NCc1c(C(F)(F)F)nn(C)c1N1CCOCC1,7,1,0,0,15,3,1.7,5,-21
CN(C)/C=N/c1c(C#N)cnn1-c1ccccc1,15,8,2,-2,5,5,-0.1,12,-6
O=[N+]([O-])c1cccc(-c2nc(-c3ccccc3)c(-c3cccs3)[nH]2)c1,30,-12,28,2,-15,-3,-0.8,17,-28

# (more compounds)
SMILES,NPY2 pot ag,NPY Y1 blocker,NPY1 pot ag,p97 inhibitor,EP2 modulator,eIF4E 4G PPI,S1P4 agonist,PGE2 EP2 inh,S1P4 antagonist
Cc1nc(N2CCOCC2)c2c(C)c(C(=O)Nc3ccc(C(F)(F)F)cc3)sc2n1,-37,4,-50,-4,-58,-2,0.9,9,-6
COc1ccc(NC(=O)CSc2nnc(COc3ccccc3)n2Cc2ccco2)cc1OC,3,-4,14,-7,24,2,0.9,2,-12
CCNc1nc(OCCNC(C)=O)nc(N(C)C)n1,-12,5,-19,-9,-10,0,-0.6,12,-3
Cc1[nH]c(=O)[nH]c(=O)c1/C=N/NC(=O)[C@H](C)NC(=O)OC(C)(C)C,0,3,17,1,-5,7,0.1,23,7
O=C(CCl)N(c1ccccc1)c1c[nH]c2ccccc12,17,-6,23,6,18,8,-2.5,14,8
Cn1c(=O)n(C)c2cc(S(=O)(=O)Nc3ccccc3)ccc21,-7,-5,-9,3,-25,-2,-0.7,2,0
Cn1cnc([N+](=O)[O-])c1Sc1nnc(-c2cccnc2)n1C,-11,·,8,0,4&7,-1,1.2,6&14,4
CCSc1nc2ccccc2n1S(=O)(=O)c1ccccc1,4,0,-10,0,46,2,0.5,8,7
O=C1c2ccccc2NC2(CCCCC2)N1N=C1CCCCC1,-4,-1,-15,6,0,6,2.5,6,-7
CCOC(=O)C1=C(CS(=O)(=O)c2ccc(C)cc2)NC(=O)NC1c1ccc(O)c(OC)c1 (configuration not stated),-3,·,4,-2,2,-5,0.9,2,9
CC(C)(C)C(=O)Nc1cccc(OC(F)(F)C(F)Cl)c1 (configuration not stated),11,-2,7,0,-10,-1,1.0,10,-10
O=C1CSCN1c1cc(Cl)ccc1Cl,4,8,-1,2,-7,3,-0.7,7,-7
CCOc1ccc(C(=O)c2cc([N+](=O)[O-])ccc2N2CCOCC2)cc1,-1,20,-19,0,0,2,-1.2,12,23
O=C(O)C1OC(Oc2c(-c3ccc(O)c(O)c3)oc3cc(O)cc(O)c3c2=O)C(O)C(O)C1O (configuration not stated),4,-2,-4,10,40,7[fluorescence artefact?],1.2,6,20
CCN(CC)CCNC(=O)c1ccc(NC(=O)c2ccc(F)cc2F)cc1,-13,3,2,0,11,5,0.5,4,-8
C=CCNC(=O)/C(C#N)=C/c1c(N(Cc2ccccc2)Cc2ccccc2)nc2ccccn2c1=O,1,3,-31,1,8,2,0.5,3,-8
CCC(CC)C(=O)Nc1cccc(C(=O)Nc2nccs2)c1,8,0,0,5,-17,4,0.4,8,-7
COCC(C)n1c(C)cc(C(=O)COC(=O)/C=C/c2cccc(F)c2)c1C (configuration not stated),-21,4,-9,-2,-16,-3,5.7,2,-5
Cc1cc(C(=O)CSc2nnc(-c3ccc(F)cc3)o2)c(C)n1CC1COc2ccccc2O1 (configuration not stated),-26,1,-8,2,10,-3[fluorescence artefact?],0.4,6,-16
CN(C)c1oc(-c2ccccc2Cl)nc1C#N,-2,-6,-17,5,2,13[fluorescence artefact?],0.5,·,4
c1ccc2c(c1)nc(Nc1ccc3c(c1)OCO3)c1nnnn12,16,7,14,4,7,-5,-1.6,4,-8
CN(C)S(=O)(=O)c1cccc(NC(=O)CCSc2ccc(Cl)cc2)c1,3,-5,-27,-3,-68,6,6.0,19,-17
CCCNC(=O)c1nc2ncc(Br)cn2n1,-7,-2,-3,-4,15,-6,2.4,8,-4
Cc1cc(-c2nsc(=O)o2)c(S(C)(=O)=O)s1,11,2,-4,1,-16,-2,0.7,·,-17
Cc1cccn2c(=O)c3cc(C#N)c(=NC(=O)c4ccco4)n(Cc4ccco4)c3nc12,0,·,9,8,8,10,1.9,13,10

# (listing goes on)
SMILES,NPY2 pot ag,NPY Y1 blocker,NPY1 pot ag,p97 inhibitor,EP2 modulator,eIF4E 4G PPI,S1P4 agonist,PGE2 EP2 inh,S1P4 antagonist
Cc1cccc2c(-c3ccccc3)cc(=O)[nH]c12,8,8,0,-1,44,-5,-0.5,4,-8
O=C(CSc1nnc2ccccn12)NNC(=O)c1ccccc1,0,6,-6,-1,18,2,0.7,4,-12
CC1(C)CC(=O)C(C=NCCN2CCN(C3CC(=O)N(c4ccc(F)cc4)C3=O)CC2)=C(O)C1 (configuration not stated),2,-3,7,2,23,-5,0.5,7,-7
COc1cc(NC(=O)C(=O)NCCN(C)C)c(OC)cc1Cl,-19,-2,1,3,2,2,1.0,4,1
COc1ccccc1-c1c(C(F)(F)F)oc2cc(OC(=O)c3cccc([N+](=O)[O-])c3C)ccc2c1=O,-15,5,7,-1,20,2,-2.4,5,-9
COc1cc(/C=N/NC(=O)CCOc2ccccc2C)cc(Br)c1O,-4,7,-2,8,-73,12,0.7,5,0
CC1=Nc2cc(C(=O)O)ccc2Sc2ccc(C)cc21,8,0,11,6,16,11,0.4,1,-10
O=C(NC(=S)NCc1cccnc1)c1ccccc1,10,-3,22,4,7,19,-0.3,7,-1

# Rewritten tab-delimited: entries from further up
smiles	NPY2 pot ag	NPY Y1 blocker	NPY1 pot ag	p97 inhibitor	EP2 modulator	eIF4E 4G PPI	S1P4 agonist	PGE2 EP2 inh	S1P4 antagonist
COCC(C)n1c(C)cc(C(=O)COC(=O)/C=C/c2cccc(F)c2)c1C (configuration not stated)	-21	4	-9	-2	-16	-3	5.7	2	-5
Cc1cc(C(=O)CSc2nnc(-c3ccc(F)cc3)o2)c(C)n1CC1COc2ccccc2O1 (configuration not stated)	-26	1	-8	2	10	-3[fluorescence artefact?]	0.4	6	-16
CN(C)c1oc(-c2ccccc2Cl)nc1C#N	-2	-6	-17	5	2	13[fluorescence artefact?]	0.5	·	4
c1ccc2c(c1)nc(Nc1ccc3c(c1)OCO3)c1nnnn12	16	7	14	4	7	-5	-1.6	4	-8
CN(C)S(=O)(=O)c1cccc(NC(=O)CCSc2ccc(Cl)cc2)c1	3	-5	-27	-3	-68	6	6.0	19	-17
CCCNC(=O)c1nc2ncc(Br)cn2n1	-7	-2	-3	-4	15	-6	2.4	8	-4
Cc1cc(-c2nsc(=O)o2)c(S(C)(=O)=O)s1	11	2	-4	1	-16	-2	0.7	·	-17
Cc1cccn2c(=O)c3cc(C#N)c(=NC(=O)c4ccco4)n(Cc4ccco4)c3nc12	0	·	9	8	8	10	1.9	13	10
Cc1cccc2c(-c3ccccc3)cc(=O)[nH]c12	8	8	0	-1	44	-5	-0.5	4	-8
O=C(CSc1nnc2ccccn12)NNC(=O)c1ccccc1	0	6	-6	-1	18	2	0.7	4	-12
CC1(C)CC(=O)C(C=NCCN2CCN(C3CC(=O)N(c4ccc(F)cc4)C3=O)CC2)=C(O)C1 (configuration not stated)	2	-3	7	2	23	-5	0.5	7	-7
COc1cc(NC(=O)C(=O)NCCN(C)C)c(OC)cc1Cl	-19	-2	1	3	2	2	1.0	4	1
COc1ccccc1-c1c(C(F)(F)F)oc2cc(OC(=O)c3cccc([N+](=O)[O-])c3C)ccc2c1=O	-15	5	7	-1	20	2	-2.4	5	-9

# Screening data: PubChem BioAssay, several laboratories
